Source: PubChem (The Scripps Research Institute Molecular Screening Center)
hcDAF-12 act – activates DAF-12 receptor from parasite H. contortus. 1.4% of 370,000 active. activation, % at 6.8 µM. HEK293 hcDAF-12 lit1-tk-luc reporter, luminescence; 0% DMSO, 100% Δ7-dafachronic acid. AID 652067;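 active = activation above the mean of all tested compounds plus 3 SD, cut at about 5.5% in these data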;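 note: 100% = response to 3 µM Δ7-dafachronic acid high control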
ADAM17 inh – ADAM17 inhibition, QFRET primary screen; recombinant ADAM17, EDANS/DABCYL FRET peptide cleavage; inhibition, % at 6.95 µM; AID 720648; P78536; 0.83% of 370,000 active;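 active = inhibition above the mean of compounds lying between control limits plus 3 SD, set per campaign, cut at about 8.5% in these data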;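 note: 0% = DMSO-only wells as the low control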
Target sequence (P78536 215-824 limits assumed): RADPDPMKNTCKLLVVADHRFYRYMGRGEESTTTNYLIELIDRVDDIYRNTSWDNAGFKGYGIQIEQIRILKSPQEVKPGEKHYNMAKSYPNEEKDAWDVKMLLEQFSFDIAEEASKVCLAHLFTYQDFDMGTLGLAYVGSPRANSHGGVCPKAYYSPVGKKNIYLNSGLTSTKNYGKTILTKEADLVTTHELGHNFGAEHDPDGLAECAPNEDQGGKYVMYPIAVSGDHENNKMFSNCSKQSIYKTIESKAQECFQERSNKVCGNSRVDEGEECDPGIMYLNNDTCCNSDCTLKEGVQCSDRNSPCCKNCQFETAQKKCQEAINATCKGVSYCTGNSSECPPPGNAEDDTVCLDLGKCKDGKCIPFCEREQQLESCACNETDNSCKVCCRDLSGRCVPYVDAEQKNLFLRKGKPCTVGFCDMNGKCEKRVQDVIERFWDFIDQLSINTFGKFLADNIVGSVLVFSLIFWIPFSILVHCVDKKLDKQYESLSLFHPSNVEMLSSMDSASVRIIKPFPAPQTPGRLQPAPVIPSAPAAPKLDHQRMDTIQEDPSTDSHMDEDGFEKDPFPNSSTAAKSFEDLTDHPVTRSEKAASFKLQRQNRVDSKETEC
GAA850 FXN act – increases GAA850 frataxin promoter reporter activity | HEK293 lucGAA850 FXN promoter luciferase reporter, 24 h; percent of 10 µM SAHA response | activation, % at 6 µM | 0.56% of 360,000 active;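 active = activation above the average of all compounds screened plus 3 SD, cutoff fixed separately per campaign, cut at about 7.5% in these data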;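 note: 0% = DMSO wells and 100% = 10 µM SAHA wells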
ssDAF12 agonist – activates DAF-12 receptor from parasite S. stercoralis; activation, % at 6.8 µM; HEK293 ssDAF-12/GRIP1 lit1-tk-luc reporter, luminescence; % of 3 µM dafachronic acid response; 1% of 370,000 active; AID 652126;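 active = activation above the mean over all tested compounds plus 3 SD, cut at about 0.9% in these data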;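 note: 0% = DMSO-only wells and 100% = 3 µM delta7-dafachronic acid wells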
PLCb3 inh – blocks human PLC-beta3 enzyme activity. Purified PLC-beta3, fluorogenic substrate, fluorescence. inhibition, % at 12.2 µM. AID 720704. Q01970. 0.18% of 370,000 active; in the data active = inhibition above about 11%;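 note: 0% = median of compound wells on plate and 100% = full blocker control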
PLC-gamma1 inh – blocks human PLC-gamma1 enzyme activity; inhibition, % at 12.2 µM; P19174; purified PLC-gamma1, fluorogenic substrate, fluorescence; 0.84% of 370,000 active; in the data active = inhibition above about 9.5%
DAX1 inh-1 – inhibitors of DAX1 repression of SF-1 activated StAR promoter; HEK293T StAR-luciferase reporter, SF-1/DAX-1 repression relief; inhibition, % at 6.8 µM; 1.1% of 370,000 active; AID 652010;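 active = inhibition above the mean over all tested compounds plus 3 SD, cut at about 3.6% in these data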;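 note: 0% = DAX-1 cells with DMSO and 100% = cells lacking DAX-1 with DMSO; higher inhibition means more luminescence from relief of DAX-1 repression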
DAX1 inh-2 – inhibits human nuclear receptor DAX1 | HEK293 Gal4-DAX1 luciferase reporter, luminescence | inhibition, % at 6.75 µM | 0.99% of 340,000 active | AID 504766;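 active = inhibition above the mean over all tested compounds plus 3 SD, cut at about 4.2% in these data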;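 note: 0% = DAX1-transfected cells with DMSO and 100% = empty-vector control cells with DMSO; inhibition shows as a rise in luminescence from relieved DAX1 repression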
Target sequence (P51843 207-470 limits assumed): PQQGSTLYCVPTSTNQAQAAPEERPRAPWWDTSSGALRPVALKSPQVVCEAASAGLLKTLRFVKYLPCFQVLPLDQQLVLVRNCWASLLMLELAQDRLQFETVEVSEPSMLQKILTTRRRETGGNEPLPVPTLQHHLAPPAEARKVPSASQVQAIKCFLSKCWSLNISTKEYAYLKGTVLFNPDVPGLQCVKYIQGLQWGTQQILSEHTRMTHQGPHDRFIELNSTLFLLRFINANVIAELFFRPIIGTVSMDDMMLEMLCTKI
hgDAF-12 ag – activates the H. glycines DAF-12 receptor ligand-binding domain | HEK293 GAL4-hgDAF12 UAS-luciferase reporter, agonist luminescence; normalized to butyrate control | activation, % at 6.8 µM | 1.8% of 370,000 active | AID 687014;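 active = activation above a cutoff set at the mean of all screened compounds plus 3 SD, cut at about 10% in these data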;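 note: 0% = DMSO wells and 100% = sodium butyrate wells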
sPLA2-III inh – Inhibits HGIII-sPLA2 liposome hydrolysis, primary screen; Q9NZ20; QFRET BODIPY PC-A2 liposome hydrolysis, fluorescence; inhibition, % at 12.2 µM; 0.56% of 370,000 active;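 active = inhibition above mean plus 3 SD of compounds lying within the high and low control bounds, cut at about 19% in these data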;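 note: 0% = median of test compound wells and 100% = no enzyme DMSO wells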
ADAM10 inh – ADAM10 inhibition, QFRET primary screen. O14672. recombinant ADAM10, EDANS/DABCYL FRET peptide cleavage, 3 h. inhibition, % at 7 µM. 0.62% of 370,000 active. AID 720582;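 active = inhibition above a per-campaign cutoff equal to the mean of compounds falling between control-based bounds plus 3 SD, cut at about 20% in these data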;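 note: 0% = DMSO wells while the 100% control is not disclosed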
* = called active by the depositor; i = inactive; . = no result given.

mol	hcDAF-12 act	ADAM17 inh	GAA850 FXN act	ssDAF12 agonist	PLCb3 inh	PLC-gamma1 inh	DAX1 inh-1	DAX1 inh-2	hgDAF-12 ag	sPLA2-III inh	ADAM10 inh
CC(C)NC(=O)N(C)C[C@@H]1Oc2c(NC(=O)C3CCOCC3)cccc2C(=O)N([C@@H](C)CO)C[C@H]1C	0.6	-0.7	-0.3	-0.8	5.8	2.9	0.9	1.0	2.0	8.2	-1.7
CC(C)(C)n1nnnc1C(c1ccccc1)N1CCN(c2ccc(F)cc2)CC1 (centres undefined)	-0.1	-3.0	.	-1.1	1.8	0.9	0.6	.	1.3	3.4	-0.7
CC1(C)CC(=O)c2sc(NS(C)(=O)=O)nc2C1	-0.8	-7.2	-0.4	-0.4	-5.4	-0.2	-0.7	0.8	-0.1	-1.4	-5.3
O=S(=O)(Nc1ccc(O)c2ccccc12)c1ccc(F)cc1	2.3	-14.6	1.6	-0.1	-31.8	-16.2	-1.2	-1.0	-5.6	7.9	-32.9
O=C(CCCOc1ccc(Br)cc1)NCCc1ccc(OC(F)F)cc1	-0.7	-3.6	1.3	-1.0	-9.5	-2.3	-0.5	-0.3	4.3	-3.6	7.0
CC1CN(C(=O)C(C)N2CCN(c3ccccc3Cl)CC2)CC(C)O1 (centres undefined)	-0.3	-4.1	1.0	-1.0	-1.1	1.3	0.3	0.4	-3.5	1.3	-7.0
CN(CC(=O)Nc1ccc2c(c1)OCO2)S(=O)(=O)c1ccc2c(c1)CCC(=O)N2	0.6	-2.2	2.4	-1.2	-7.2	7.8	0.6	0.5	-3.5	7.0	11.1
O=C(CCSc1ccccc1)N1CCN(c2ccccc2F)CC1	2.7	2.1	6.3	-0.2	-2.5	-2.7	3.7*	1.0	14.2*	1.1	-10.5

Brought forward from above: six compounds, followed by the next part.
mol	hcDAF-12 act	ADAM17 inh	GAA850 FXN act	ssDAF12 agonist	PLCb3 inh	PLC-gamma1 inh	DAX1 inh-1	DAX1 inh-2	hgDAF-12 ag	sPLA2-III inh	ADAM10 inh
CC1(C)CC(=O)c2sc(NS(C)(=O)=O)nc2C1	-0.8	-7.2	-0.4	-0.4	-5.4	-0.2	-0.7	0.8	-0.1	-1.4	-5.3
O=S(=O)(Nc1ccc(O)c2ccccc12)c1ccc(F)cc1	2.3	-14.6	1.6	-0.1	-31.8	-16.2	-1.2	-1.0	-5.6	7.9	-32.9
O=C(CCCOc1ccc(Br)cc1)NCCc1ccc(OC(F)F)cc1	-0.7	-3.6	1.3	-1.0	-9.5	-2.3	-0.5	-0.3	4.3	-3.6	7.0
CC1CN(C(=O)C(C)N2CCN(c3ccccc3Cl)CC2)CC(C)O1 (centres undefined)	-0.3	-4.1	1.0	-1.0	-1.1	1.3	0.3	0.4	-3.5	1.3	-7.0
CN(CC(=O)Nc1ccc2c(c1)OCO2)S(=O)(=O)c1ccc2c(c1)CCC(=O)N2	0.6	-2.2	2.4	-1.2	-7.2	7.8	0.6	0.5	-3.5	7.0	11.1
O=C(CCSc1ccccc1)N1CCN(c2ccccc2F)CC1	2.7	2.1	6.3	-0.2	-2.5	-2.7	3.7*	1.0	14.2*	1.1	-10.5
COc1ccc(C(=O)NN2C(=S)N(c3ccc(OC)cc3)C(=O)C2CC(N)=O)cc1 (centres undefined)	0.1	-5.9	2.3	-0.8	-1.2	0.4	-0.1	2.5	1.4	-50.0	-1.8
CCOC(=O)NC(CC(=O)O)c1ccc(OCC)cc1 (centres undefined)	-1.0	0.4	-1.5	-1.1	1.0	3.4	0.1	0.4	0.3	1.4	-2.7
COc1ccc(-c2oc3cccnc3c2C#CC2(O)CCCCC2)cc1	-3.2	i	0.5	-1.4	i	-451.2	-1.7	-2.0	0.1	-32.0	i
C=CCSC1=C(C#N)C(c2ccccc2OC)CC(=O)N1 (centres undefined)	0.1	-4.9	0.4	-1.4	2.8	-1.3	-0.1	0.2	1.6	11.4	1.2
COc1ccc(-c2oc3ccc(-c4cc(OC)c(OC)c(OC)c4)cc3c2-c2ccc(OC)cc2)cc1	-1.8	0.2	.	-0.9	0.3	3.1	0.5	.	-0.1	5.7	-6.5
Cc1ccc(CNC(=O)COC(=O)CCCOc2ccc(Cl)cc2Cl)cc1	-0.6	0.5	-3.4	-1.1	4.6	-0.3	-0.3	-0.2	-3.2	-4.3	8.1
COCCNC(=S)NCCc1ccc(Cl)cc1Cl	-1.7	-4.5	-0.7	-1.8	-0.9	-1.9	0.3	-1.1	0.8	4.2	-8.1
O=C(Nc1ccccc1C(=O)Nc1nnc(C(F)(F)F)s1)c1ccccc1Cl	1.4	0.8	-5.2	-1.4	-243.8	-133.7	-0.5	0.4	-4.1	-21.4	1.7
CCOC(=O)C1CCCN(C(=O)c2sc3nc(-c4ccccc4)cn3c2C)C1 (centres undefined)	0.3	4.6	0.2	-1.1	5.9	4.5	-0.7	-0.7	-0.5	-0.7	8.0
C/C(=N\NC(=O)c1ccco1)c1cc(Cl)sc1Cl	2.3	-4.8	2.2	-0.1	-6.5	-1.6	3.8*	2.2	6.9	10.6	-9.3
O=C(NC(=S)Nc1ccccc1N1CCCCC1)c1ccccc1	0.3	1.6	0.8	-1.2	3.2	1.0	-0.8	-0.7	-2.8	2.3	2.3
Cc1c([N+](=O)[O-])cc(S(=O)(=O)Nc2ccncc2)cc1[N+](=O)[O-]	-0.9	-7.4	0.2	-1.5	-3.3	-0.1	-0.1	0.7	-0.9	-38.3	-15.3
CCN(CC)C(=O)c1nn(Cc2ccccc2)c(=O)c2ccccc12	0.3	-6.3	2.5	-0.8	-8.4	0.4	-1.3	0.8	-0.4	7.0	-1.3
COc1ccc(/C=N/n2c(N)c(S(=O)(=O)c3cccs3)c3nc4ccccc4nc32)cc1OC	-0.7	-6.0	-1.9	0.0	-5.9	-3.4	-0.4	-0.1	1.7	-2.4	-7.8
O=C(O)c1nn(-c2ccccc2)nc1-c1nn(-c2ccccc2)nc1C(=O)O	-0.8	-5.1	-1.4	-0.9	-1.1	-2.7	-0.4	-1.3	-1.9	-2.7	2.5
CSc1ccccc1NC(=O)CN(Cc1ccccc1)S(C)(=O)=O	-1.0	-1.6	-0.6	-0.7	1.4	-0.9	-0.5	0.3	0.9	-5.1	1.4
O=C(OCc1ccc(Br)cc1)c1cccnc1	-1.4	-4.1	3.2	-1.6	-6.7	-2.1	0.1	2.4	1.8	4.6	-0.3
O=C1NC[C@H](CCCCN2CCN(CCc3ccccc3)C(=O)C2=O)N(CCc2ccccc2)C1=O	-0.5	-4.8	.	-0.5	3.8	2.7	0.0	.	-4.3	7.8	-0.5
COc1cc(CCCN2C(=O)C(=O)NC[C@@H]2Cc2ccc(O)cc2)cc(OC)c1OC	-0.5	-7.6	1.3	-1.3	1.4	3.2	0.2	1.1	2.8	11.4	-1.4
C[C@@H]1CCCN1[C@@H]1CS(=O)(=O)N[C@H]1COCc1ccccc1	2.5	-5.5	.	-0.9	-4.4	-4.0	-0.4	.	0.1	-6.2	-16.0
CCCc1cc(=O)n2[nH]c(-c3ccccc3)cc2n1	3.8	-12.1	0.6	0.4	-7.0	-10.8	3.5	1.6	9.7	-5.3	-32.1
Cc1nc(NC(=O)C(C)(C)C)sc1-c1csc(N)n1	-1.3	-10.7	-0.8	-1.5	-53.8	-43.2	0.2	-0.3	-1.0	-2.5	-39.6
O=C(COc1ccc2c(c1)CCC2)NCc1ccccc1	-1.9	-0.8	0.6	-1.7	1.3	0.9	-0.5	-1.4	-0.9	-5.9	-3.1
CC(=O)Nc1cc(OC(=O)c2ccco2)cc(OC(=O)c2ccco2)c1	-0.4	0.8	-1.2	-0.9	0.9	1.6	-0.6	2.8	-0.2	-4.6	5.0
CCOC(=O)Cn1cc(CN2C(C(=O)OC)CN(Cc3ccc(OC)cc3)CCS2(=O)=O)nn1 (centres undefined)	-1.3	-3.6	.	-1.6	1.5	-0.2	0.8	.	-0.4	10.9	-4.8
Cc1nonc1C1CCCN1C(=O)c1cc(COc2ccc(F)cc2Cl)on1 (centres undefined)	0.3	-0.1	3.6	-1.4	-1.7	-0.2	0.0	0.4	3.6	-14.8	9.3
Cc1ccccc1C(=O)N1CCC(C(=O)N2CCN(Cc3ccc4c(c3)OCO4)CC2)CC1	0.7	5.4	1.2	-1.4	-1.0	12.0*	-1.9	-1.6	-1.7	-4.9	-1.3
CCOC(=O)C(=NO)C1=CSC2=NNC(C)(C)N12	0.4	-0.5	6.9	-1.8	-43.1	-24.9	-0.6	2.7	0.6	-42.1	-1.6
CCOc1ccc(OCCNC2CCCC2)cc1	0.1	-2.6	-1.1	-1.8	5.0	1.9	0.5	0.0	-0.1	13.0	-15.0
CC(C)C(NC(=O)c1c(F)cccc1F)C(=O)NNC(=O)c1ccccc1 (centres undefined)	-0.8	8.2	2.8	-1.4	-0.6	4.8	2.5	-0.4	-0.4	2.1	6.3
COC(=O)c1cnn(-c2ccccc2)c1-n1cccc1C=O	-0.8	-1.0	1.6	-1.8	2.4	1.1	0.1	-0.2	2.2	-1.3	-4.6
Cc1c(P(=S)(c2ccccc2)c2ccccc2)[n+]2ccccc2n1CCc1ccccc1	-3.1	-2.1	-2.6	-1.3	2.9	2.0	-3.5	.	-3.2	2.7	1.4
C/C(=N\NC(=O)c1cc(-c2cccnc2)nc2ccccc12)c1ccc(O)cc1O	-2.7	1.6	-5.0	-1.7	-11.9	-11.8	-1.4	1.2	-0.1	3.7	0.5
COc1ccccc1C(=O)C1CCCN(Cc2cccc3nccnc23)C1 (centres undefined)	-2.8	-6.6	-1.6	-1.1	-5.5	-0.2	-0.9	0.1	-1.8	0.5	-17.3
O=C(CSc1cccc(C(F)(F)F)c1)NC(=O)c1ccccc1	-0.8	8.7*	2.1	-0.7	4.7	2.2	0.0	1.1	1.4	-32.2	5.7
CCOc1cc2[nH]c(=O)n(CCCCCC(=O)NCc3ccco3)c(=O)c2cc1OCC	0.1	-1.4	0.2	-1.1	3.8	6.0	-0.3	0.0	-0.8	4.7	1.8
CC1CCCN(c2c([N+](=O)[O-])cc(C(=O)O)cc2[N+](=O)[O-])C1 (centres undefined)	-1.9	2.7	1.0	-1.4	-6.1	-0.6	-0.3	0.2	0.1	-4.8	-5.6
CSc1ccc(CNCC2CCCO2)cc1 (centres undefined)	-1.8	-0.9	0.6	-1.1	-7.4	-1.2	-0.4	2.0	2.6	3.1	-0.3
C=C(C)c1cccc(C(C)(C)NC(=O)NCCCn2ccnc2)c1	0.8	1.6	0.1	-0.4	0.3	2.1	0.1	1.5	-2.9	-6.3	-4.4
O=C(CSc1nnc(-c2cccc(Br)c2)o1)N1CCOCC1	1.1	-5.8	1.7	-0.8	-5.2	-1.3	1.3	1.0	-0.1	3.9	-5.1
